ABCB1 block: inhibitors of human ABCB1 transporter, ABCG2 counter-screen; AID 1326; inhibition, % at 6.6 µM; P08183; 190,000 tested, 0.067% active; CCRF-Adr cells, JC-1 efflux, flow cytometry; in the data active = inhibition above about 40%;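 also: 0% = vehicle and 100% = reference inhibitor; higher value means more JC-1 retained so stronger ABCB1 efflux block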
Bcl-2 Bim block: inhibitors of Bim-Bcl-2 interaction, human | AID 950 | 190,000 tested, 0.06% active | P10415 | Bead-based flow cytometry, Bim peptide-Bcl-2 binding | inhibition, % at 10 µM; in the data active = inhibition above about 40%;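 also: 0% = no compound wells with probe peptide and 100% = reference peptide inhibitor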
Target sequence (P10415 whole entry, looked up): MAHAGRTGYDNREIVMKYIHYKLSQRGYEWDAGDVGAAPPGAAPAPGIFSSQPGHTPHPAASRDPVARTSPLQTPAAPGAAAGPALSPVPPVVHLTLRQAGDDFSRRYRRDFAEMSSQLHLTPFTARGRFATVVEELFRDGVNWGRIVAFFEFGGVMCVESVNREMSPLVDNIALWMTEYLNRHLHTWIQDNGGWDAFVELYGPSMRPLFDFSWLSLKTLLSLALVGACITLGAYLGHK
GSH fluor: compound fluoresces at 488/530 nm on GSH beads; GSH beads flow cytometry, compound fluorescence 488/530 nm; hits give high values; fluorescence (KMESF) at 10 µM; 190,000 tested, 0.25% active; AID 1776; in the data active = fluorescence above about 89;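 also: glutathione beads carrying GST-tagged Bcl family fusion proteins plus one bare bead set; values are compound well signal with DMSO vehicle wells as background; inactives centre near 16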
Bcl-B Bim block: human Bim-Bcl-B interaction inhibition | inhibition, % at 10 µM | bead-based flow cytometry, Bim peptide-Bcl-B binding | 190,000 tested, 0.073% active | AID 951;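 also: 0% = tracer peptide without compound and 100% = reference inhibitor peptide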
Bim-Bfl-1: human Bim-Bfl-1 interaction inhibition; Q16548; Bead-based flow cytometry, Bim-Bfl-1 binding inhibition; inhibition, % at 10 µM; 190,000 tested, 0.12% active; AID 1008;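 also: 0% = wells without compound plus tracer and 100% = blocker peptide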
Bim-Bcl-W: inhibitors of Bim-Bcl-W interaction, human; Q92843; bead-based flow cytometry, Bim peptide-Bcl-W binding; inhibition, % at 10 µM; 190,000 tested, 0.02% active; AID 952;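 also: 0% = bound tracer without compound and 100% = peptide blocker; higher means less fluorescent Bim peptide bound to Bcl-W beads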
ABCG2 block: inhibitors of human ABCG2 transporter, ABCB1 counter-screen | Q9UNQ0 | IgMXP3 cells, JC-1 efflux, flow cytometry | inhibition, % at 6.6 µM | AID 1325 | 190,000 tested, 0.1% active;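 active = inhibition above 80%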;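 also: 0% = DMSO and 100% = nicardipine control wells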
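Assay system – ABCG2 IgMXP3 and barcoded ABCB1 CCRF-Adr cell mix · Input – 3 million cells/mL in well · Reagent – JC-1 fluorescent substrate · Compound – single test compound dose, 6.6 µM final · Timing – 10 min exposure at 25 °C with rotation, no wash · Detection – flow cytometry of retained JC-1 fluorescence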
RGS4-Gao reg: modulates binding of RGS4 to human Galphao; P09471; binding response (% of control), % at 10 µM; 220,000 tested, 0.33% active; Multiplexed bead flow cytometry; actives lie on both sides; in the data active = binding response below about 49% or above about 150%; inactive = in between;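 also: fluorescent Galphao activated with aluminum fluoride binding bead-coupled RGS4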
Target sequence (P09471 whole entry, looked up): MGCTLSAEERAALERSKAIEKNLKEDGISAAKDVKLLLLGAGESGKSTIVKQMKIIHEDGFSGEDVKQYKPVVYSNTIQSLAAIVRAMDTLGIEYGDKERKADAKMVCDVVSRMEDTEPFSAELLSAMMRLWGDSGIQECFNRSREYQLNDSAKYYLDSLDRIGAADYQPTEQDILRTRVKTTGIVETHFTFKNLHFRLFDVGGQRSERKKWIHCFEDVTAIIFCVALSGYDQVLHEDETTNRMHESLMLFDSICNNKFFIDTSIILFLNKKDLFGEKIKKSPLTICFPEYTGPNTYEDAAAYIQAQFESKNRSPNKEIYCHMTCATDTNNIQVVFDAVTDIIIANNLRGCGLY
Avidin bead fluor: avidin bead compound fluorescence profile. Avidin beads, compound fluorescence 488/530 nm, flow cytometry; hits give high values. fluorescence (KMESF) at 10 µM. 220,000 tested, 0.38% active; in the data active = fluorescence above about 47; also: inactives centre near 10
Bcl-XL Bim block: disrupts Bim peptide binding to human Bcl-XL | Q07817 | 190,000 tested, 0.04% active | bead flow cytometry, fluorescence | inhibition, % at 10 µM | AID 1007
Target sequence (Q07817 whole entry, looked up): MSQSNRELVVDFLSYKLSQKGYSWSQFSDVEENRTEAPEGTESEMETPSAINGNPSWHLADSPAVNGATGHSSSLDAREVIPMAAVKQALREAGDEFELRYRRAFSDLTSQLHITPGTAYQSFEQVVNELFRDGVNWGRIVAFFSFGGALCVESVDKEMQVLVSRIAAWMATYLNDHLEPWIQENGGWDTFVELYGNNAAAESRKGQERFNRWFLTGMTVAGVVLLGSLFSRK
RGS7-Gao: human RGS7-Galphao interaction regulation. P09471. Multiplexed bead flow cytometry, RGS7-Galphao binding; actives lie on both sides. binding response (% of control), % at 10 µM. 220,000 tested, 0.35% active. AID 1439; in the data active = binding response below about 49% or above about 150%;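 also: fluorescent Galphao held in activated GDP-AlF4 state binding bead-coupled RGS7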
* hit, by the source's call. Rule as the data show it, unless noted: active = inhibition above about 40%.

SMILES	ABCB1 block	Bcl-2 Bim block	GSH fluor	Bcl-B Bim block	Bim-Bfl-1	Bim-Bcl-W	ABCG2 block	RGS4-Gao reg	Avidin bead fluor	Bcl-XL Bim block	RGS7-Gao
C=CCOC(=O)CCCC(=O)NC1CCCCC1	0.6	-8	22	-6	-15	0	0	91	15	-8	87
CC(C(=O)NC1CCCC1)N(C(=O)c1snc(C(N)=O)c1N)c1ccc2c(c1)OCCO2 (stereo unspecified)	1.2	-3	26	-1	-2	0	3	100	8	-3	100
Cc1oc(-c2cccs2)nc1CN1CCC(C(=O)N2CCCC2)CC1	0.7	-1	9	-2	-5	1	13	95	8	0	92
COc1ccc(C(=O)COC(=O)COc2ccc(C)c(C)c2)cc1	1.1	-3	10	-2	0	-2	5	105	3	-2	102
Cc1ccc(NC(=O)C2CCCN2C(=O)NC2CCCCC2)cc1C (stereo unspecified)	0.1	3	12	-2	-7	0	0	101	8	-2	105
O=C(COc1ccccc1)N1N=C(c2cccnc2)CC1(O)C(F)(F)F (stereo unspecified)	-0.4	2	13	-1	0	-1	-1	101	5	0	101
COc1ccc(/C=N/OCC(=O)Nc2ccc3c(c2)OCO3)c(OC)c1	0.8	1	16	0	4	0	11	95	5	-4	92
Cc1nnc(N/N=C/c2cccc(OCc3ccc(Cl)c(Cl)c3)c2)n1N	0.3	-11	20	-10	-15	-9	11	89	11	-9	86
Cc1cc(N/N=C/c2ccco2)c2ccccc2n1	-0.3	-2	12	-2	-3	2	7	104	9	1	102
C=CCN(CC(=O)Nc1c(C)cccc1CC)C(=O)SCCC	0.6	-2	57	0	-6	0	8	99	8	0	96
COc1ccccc1CN1CCNC(=O)C1CC(=O)NCCOc1cccnc1 (stereo unspecified)	0.5	0	10	-4	-4	0	0	96	3	-4	95
O=C(CCc1ccccc1)Nc1ccc(F)cc1F	0.1	-4	10	-1	-8	5	1	102	10	-1	101
Cc1ccc(-c2nc(-c3ccccc3)no2)cc1	0.3	-7	27	-9	-7	0	1	105	6	-3	98
O=C(NN=C1CCCCCCC1)c1ccc(F)cc1	-0.4	-3	9	0	-3	-1	5	100	9	0	105
O=C(Nc1ccc2oc(-c3ccccc3F)nc2c1)c1ccc2c(c1)OCCO2	-0.2	1	19	1	-1	2	-1	117	2	-2	115
COCCNc1oc(-c2ccc(F)cc2)nc1C#N	-0.3	3	32	1	0	2	8	97	9	1	98
COc1ccccc1S(=O)(=O)CC(O)COc1ccc(C#N)cc1 (stereo unspecified)	0.9	-3	12	-3	-1	0	2	100	22	-1	101
COc1ccc(CNC(=O)Nc2cccc(C)c2)cc1	0.4	-4	8	2	-2	1	2	90	17	0	84
CC(=O)NCCC1CCCCN1Cc1nc(Cc2cccc(C(F)(F)F)c2)no1 (stereo unspecified)	0.8	-2	16	-3	-3	0	1	98	6	-6	94
CCOC(=O)N1CCC(NC(=O)Cn2nc(-c3ccccc3)ccc2=O)CC1	0.9	-12	28	-11	-16	-2	5	94	10	-2	91
CCOc1cc(C(=O)OCC(=O)Nc2c(C)cccc2C)ccc1OCC(=O)N1CCOCC1	0.5	0	5	2	1	2	3	105	2	0	102
O=C(C1=C[C@@H](c2ccc(Br)cc2)C[C@@H](OCc2ccc(CO)cc2)O1)N1CCN(Cc2ccc3c(c2)OCO3)CC1	3.4	-8	20	-1	-5	0	5	102	5	-4	100
CCN(CC)c1ccc(C(=O)OCC(=O)NC2CCCCC2C)cc1 (stereo unspecified)	0.7	0	11	0	1	1	4	97	21	0	106
CC1CN(c2ccc(C(F)(F)F)cc2[N+](=O)[O-])CCN1S(C)(=O)=O (stereo unspecified)	1.5	-7	10	-4	-16	0	31	104	16	-5	101
COc1ccc(C(C)=O)cc1CN1C(=O)C(C)N(c2ccc(C)cc2)C1=O (stereo unspecified)	1.1	0	17	-1	0	-2	6	102	5	-2	102
CC(=O)c1c(C)[nH]c(C(=O)OCc2ccc(Br)cc2)c1C	0.5	0	16	0	1	0	2	104	9	0	100
COc1ccc(NC(=O)c2ccc(Cl)c(NC(=O)c3ccncc3)c2)cc1	0.8	0	26	-3	-5	-2	7	100	18	-2	105
CC(=O)Nc1ccc(S(=O)(=O)Nn2cnnc2)cc1	0.3	0	13	-3	-4	2	2	102	9	-1	103
CCOC(=O)N1CCC(N2CCN(S(=O)(=O)c3ccc(C)cc3)CC2)CC1	0.3	-7	44	-3	-10	2	2	100	6	-6	104
CCn1c(COc2cccc(OC)c2)nnc1SCC(=O)Nc1cccc(OC)c1	0.8	-5	17	-8	-3	-4	2	102	33	-5	102
C=CCNC(=S)NNC(=O)c1cccn(Cc2ccc(Cl)cc2Cl)c1=O	0.1	1	20	-39	20	4	0	97	16	-2	103
O=C1NC(=O)C(=C2CCCCCC2)S1	0.6	6	10	-1	6	-6	2	103	13	-5	101
COc1ccc(NC(=O)/C(C#N)=C\c2ccc(OCc3ccc(C(=O)O)cc3)c(OC)c2)cc1	-0.7	1	10	0	-4	0	-2	101	13	0	98
COC(=O)c1ccc(-n2cnc3ccccc32)nc1	0.5	-4	15	-6	-8	-2	2	99	11	-9	103
CCOC(=O)c1c(NC(=O)c2cc(-c3cccc(O)c3)on2)sc(C(C)=O)c1C	-0.5	6	11	-7	3	-5	3	100	4	-1	102
C=CCNC(=O)c1c(N)n(-c2ccc3c(c2)OCO3)c2nc3ccccc3nc12	0.3	-3	18	-7	-10	3	1	104	6	1	104
O=C(Nc1ccc2c(c1)OCCO2)C1CCCN(S(=O)(=O)c2cccnc2)C1 (stereo unspecified)	0.3	-10	24	-5	-15	0	1	102	6	-2	105
CC(C)(C)CN1CCNC(=O)C1CC(=O)NCCc1ccccc1F (stereo unspecified)	0.4	-4	11	-5	-5	-4	1	99	13	0	99
O=C1CN(C(=O)CCN2CCOCC2)C(c2ccccc2)c2cc(Br)ccc2N1 (stereo unspecified)	0.2	0	14	-3	-10	4	1	100	8	-2	90
O=C(CSc1ccc(C(F)(F)F)cc1[N+](=O)[O-])NCCOc1ccccc1	0.3	-7	12	-9	-8	-6	1	100	11	-6	100
Cc1cc2c(cc(C(=O)NCc3cccnc3)n2Cc2ccc(Cl)cc2)o1	0.6	-7	35	-7	0	-1	8	103	12	-10	100
CCn1c(=O)c(C(=O)Nc2ccsc2C(=O)OC)c(O)c2ccccc21	1.0	-11	21	-9	-9	-6	9	100	15	-11	102
CC(=O)Nc1ccccc1C(=O)C(=O)Nc1cccc(C(=O)NCc2ccc(C)cc2)c1	1.5	-5	11	-4	-17	0	33	121	13	-5	128
CC(C)CC(=O)Nc1cc2nn(-c3ccccc3)nc2cc1Cl	-0.3	-4	44	-7	-8	1	5	98	16	-2	97
COCCn1c(=NC(=O)c2ccc3c(c2)OCO3)c(C#N)cc2c(=O)n3cccc(C)c3nc21	0.9	-2	11	-4	0	0	1	94	32	0	92
Cc1ccc(C(=O)Nc2ccccc2)cc1S(=O)(=O)Nc1ccc(Cl)cn1	0.7	-1	13	-5	-7	-2	10	101	13	-2	98
COc1ccc2oc(=O)c(C(=O)N3CCN(c4ccc(F)cc4)CC3)cc2c1	0.0	-8	22	-7	-16	1	0	102	28	-4	108

Compounds above that have four or more nitrogen atoms:
SMILES	ABCB1 block	Bcl-2 Bim block	GSH fluor	Bcl-B Bim block	Bim-Bfl-1	Bim-Bcl-W	ABCG2 block	RGS4-Gao reg	Avidin bead fluor	Bcl-XL Bim block	RGS7-Gao
CC(C(=O)NC1CCCC1)N(C(=O)c1snc(C(N)=O)c1N)c1ccc2c(c1)OCCO2 (stereo unspecified)	1.2	-3	26	-1	-2	0	3	100	8	-3	100
Cc1nnc(N/N=C/c2cccc(OCc3ccc(Cl)c(Cl)c3)c2)n1N	0.3	-11	20	-10	-15	-9	11	89	11	-9	86
COc1ccccc1CN1CCNC(=O)C1CC(=O)NCCOc1cccnc1 (stereo unspecified)	0.5	0	10	-4	-4	0	0	96	3	-4	95
CC(=O)NCCC1CCCCN1Cc1nc(Cc2cccc(C(F)(F)F)c2)no1 (stereo unspecified)	0.8	-2	16	-3	-3	0	1	98	6	-6	94
CCOC(=O)N1CCC(NC(=O)Cn2nc(-c3ccccc3)ccc2=O)CC1	0.9	-12	28	-11	-16	-2	5	94	10	-2	91
CC(=O)Nc1ccc(S(=O)(=O)Nn2cnnc2)cc1	0.3	0	13	-3	-4	2	2	102	9	-1	103
CCn1c(COc2cccc(OC)c2)nnc1SCC(=O)Nc1cccc(OC)c1	0.8	-5	17	-8	-3	-4	2	102	33	-5	102
C=CCNC(=S)NNC(=O)c1cccn(Cc2ccc(Cl)cc2Cl)c1=O	0.1	1	20	-39	20	4	0	97	16	-2	103
C=CCNC(=O)c1c(N)n(-c2ccc3c(c2)OCO3)c2nc3ccccc3nc12	0.3	-3	18	-7	-10	3	1	104	6	1	104
CC(C)CC(=O)Nc1cc2nn(-c3ccccc3)nc2cc1Cl	-0.3	-4	44	-7	-8	1	5	98	16	-2	97
COCCn1c(=NC(=O)c2ccc3c(c2)OCO3)c(C#N)cc2c(=O)n3cccc(C)c3nc21	0.9	-2	11	-4	0	0	1	94	32	0	92

From PubChem
